# TRPC6 act = mouse TRPC6 channel activators, primary screen, cell-based, HEK293, membrane potential dye; AID 2550, 2010; HEK293-TRPC6 membrane potential dye fluorescence; hits give high values; 310,000 compounds, 0.13% hits; B-score at 10 µM; Short transient receptor potential channel 6 (Mus musculus), Q61143;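 active = B-score of the integrated fluorescence ratio above library mean plus 3 SD, and starting fluorescence ratio within library mean plus 5 SD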;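 also: higher score means more depolarization so channel activation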
# Target sequence (Q61143 whole entry, looked up): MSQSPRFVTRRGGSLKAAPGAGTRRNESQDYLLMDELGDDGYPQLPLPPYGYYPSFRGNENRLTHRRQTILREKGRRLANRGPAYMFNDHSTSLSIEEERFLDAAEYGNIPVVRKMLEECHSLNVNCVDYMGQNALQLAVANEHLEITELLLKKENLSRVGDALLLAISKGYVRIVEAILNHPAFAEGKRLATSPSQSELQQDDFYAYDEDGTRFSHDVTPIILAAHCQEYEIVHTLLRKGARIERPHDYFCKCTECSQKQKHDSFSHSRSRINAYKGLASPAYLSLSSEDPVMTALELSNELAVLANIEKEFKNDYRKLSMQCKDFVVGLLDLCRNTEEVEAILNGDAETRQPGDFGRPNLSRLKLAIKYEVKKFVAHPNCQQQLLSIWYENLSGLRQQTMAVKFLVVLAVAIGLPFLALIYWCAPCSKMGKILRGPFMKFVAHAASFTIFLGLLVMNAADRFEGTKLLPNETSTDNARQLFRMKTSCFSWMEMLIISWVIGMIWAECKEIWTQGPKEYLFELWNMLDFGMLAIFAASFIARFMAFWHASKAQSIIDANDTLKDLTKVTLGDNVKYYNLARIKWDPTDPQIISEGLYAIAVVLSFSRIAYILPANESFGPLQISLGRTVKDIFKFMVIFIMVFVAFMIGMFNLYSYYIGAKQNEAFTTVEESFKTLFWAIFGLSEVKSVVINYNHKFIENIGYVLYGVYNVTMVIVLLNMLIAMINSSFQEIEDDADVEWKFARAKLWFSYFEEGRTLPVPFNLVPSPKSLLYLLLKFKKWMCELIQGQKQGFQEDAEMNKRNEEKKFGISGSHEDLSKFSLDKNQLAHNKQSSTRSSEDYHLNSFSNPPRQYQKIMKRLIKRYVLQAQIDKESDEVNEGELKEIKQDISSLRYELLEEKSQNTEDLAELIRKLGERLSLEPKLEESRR
# IEC-6 tox = cytotoxicity in IEC-6 intestinal epithelial cells, primary screen, cytotoxicity control for KLF5 inhibitor project, cell-based, luminescence; IEC-6 cytotoxicity, luminescence viability; inhibition, % at 5 µM; 290,000 compounds, 0.78% hits; in the data active = inhibition above about 22%;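 also: 0% = plate median of test compound wells and 100% = cytotoxic reference compound wells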
# TRPC6 inh = mouse TRPC6 channel inhibitors, primary screen, cell-based, HEK293, membrane potential dye | Short transient receptor potential channel 6 (Mus musculus), Q61143 | ACh-evoked depolarization; hits give low values | B-score at 10 µM | 310,000 compounds, 1.1% hits | AID 2553, 2010;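 active = B-score under library mean minus 3 SD, initial fluorescence not abnormally high, positive integrated signal ratio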;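 also: B-score derived from integrated fluorescence ratio over the kinetic read; more negative B-score means stronger inhibition of depolarization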
# aSyn UTR inh = MLPCN primary screen, SNCA 5' untranslated region; alpha-synuclein 5'UTR reporter, inhibitor activity; 300,000 compounds, 0.82% hits; inhibition, % (tested at 7.5 µM); in the data active = inhibition above about 60%;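 also: H4 neuroglioblastoma cells stably carrying SNCA 5'UTR luciferase fusion; 0% = DMSO wells and 100% = positive control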
# HIF act = HIF pathway transcriptional activators, primary screen, cell-based, U2OS HRE-luciferase, luminescence | 300,000 compounds, 0.32% hits | U2OS HRE-luciferase reporter; normalized: DMSO 0%, desferrioxamine 100% | activation, % at 7.5 µM (by protocol) | AID 1910, 2009;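 active = mean activation of at least 10% of the iron chelator positive control signal, with at least half of replicates also reaching 10%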
# TRPC4 block = inhibitors of mouse TRPC4 channel, primary screen, Fluo4 calcium, HEK293 TRPC4beta/mu-opioid cells; Short transient receptor potential channel 4 (Mus musculus), Q9QUQ5; B-score at 10 µM; DAMGO-evoked Fluo4 calcium flux; hits give low values; 300,000 compounds, 0.39% hits;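 active = B-score over 3 SD under the library average, no early fluorescence shift, positive overall ratio signal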
#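 test system = HEK293 cells with stable TRPC4beta plus mu-opioid receptor expression | detection = Fluo4 Ca2+ flux fluorescence | read-out = integrated fluorescence ratio relative to baseline, converted to per-well B score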
# TRPC4 act = activators of mouse TRPC4 channel, primary screen, Fluo4 calcium, HEK293 TRPC4beta/mu-opioid cells; Short transient receptor potential channel 4 (Mus musculus), Q9QUQ5; B-score at 10 µM; Fluo4 calcium fluorescence; hits give high values; 310,000 compounds, 0.49% hits; AID 2237, 2010;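 active = B-score above 5 SD of library B-scores, and initial fluorescence ratio not above library mean plus 5 SD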;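 also: positive B-score marks a calcium rise read as TRPC4 activation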
#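 Material: HEK293 stable line with TRPC4beta plus mu-opioid receptor; technique: Fluo4 calcium-sensitive dye fluorescence, kinetic, 1 Hz baseline; timing: Fluo4 dye loading 45 min at room temperature, 110 s recording; controls: assay buffer as low control, maximal DAMGO as high control; read-out: integrated baseline-normalised fluorescence ratio, converted to per-well B score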
# KLF5 inh = KLF5 expression inhibitors, primary screen, DLD-1 cells, luminescence; inhibition, % at 5 µM; DLD-1 KLF5 promoter-luciferase reporter; 290,000 compounds, 0.23% hits;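 active = inhibition above a per-plate limit of that plate's mean compound inhibition plus 3 SD, cut at about 60% in these data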;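 also: 0% = DMSO wells and 100% = LY294002 at 200 µM; higher means less KLF5 promoter-driven luciferase light; inactives centre near -14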
# TRPC4 PAM = positive allosteric modulators of TRPC4, primary screen, cell-based, mouse TRPC4beta, HEK293 mu-opioid, Fluo-4 calcium. 310,000 compounds, 0.42% hits. Short transient receptor potential channel 4 (Mus musculus), Q9QUQ5. DAMGO EC20, Fluo-4 Ca2+ flux; hits give high values. B-score at 10 µM. AID 2227, 2009;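 active = B-score of calcium response area above 5 SD of library B-scores, with initial fluorescence ratio within 5 SD of library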;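 also: B-score of integrated fluorescence ratio over time as area under calcium response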
# MrgX1 antagonist = antagonists of human MrgX1 receptor, primary screen, HEK293 cells, Fluo-4 calcium flux. Mas-related G-protein coupled receptor member X1 (Homo sapiens), Q96LB2. 310,000 compounds, 1.3% hits. B-score at 10 µM. BAM8-22 antagonism; hits give low values;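 active = calcium-response B-score plate-corrected more than 3 library SD below zero, starting fluorescence within 5 deviations, no agonist response on first addition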;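 also: peak minus trough fluorescence over baseline after final BAM8-22 challenge near maximal dose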
# SKKanGAS inh = S. pyogenes SKKanGAS growth inhibitors in kanamycin, primary screen, streptokinase expression inhibitor project, SKKanGAS strain, BacTiter-Glo luminescence | 6 h | inhibition, % at 7.5 µM | 300,000 compounds, 1.3% hits | AID 1662, 2009;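 active = mean replicate score, as percent of positive control median, at least 50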;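 also: strain carries kanamycin resistance gene driven by streptokinase promoter and grows in 40 µg/ml kanamycin; loss of luminescence reflects streptokinase promoter inhibition or plain growth inhibition; 0% = median of DMSO wells and 100% = positive control at its reference dose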
# * = called active by the depositor; i = inactive; · = no result given.
# Under each structure – TRPC4 block, TRPC6 act, SKKanGAS inh, TRPC4 PAM, TRPC6 inh, HIF act, MrgX1 antagonist, TRPC4 act, aSyn UTR inh, KLF5 inh, IEC-6 tox
- Cc1ccc(O)c(C(CC(=O)NC2CCCCC2)c2ccccc2)c1 (stereo unspecified)
→ i, i, -5, i, i, -0.1, i, i, 34, -17, -2
- CN(C)/C=N/c1nc2nccc(-c3cccs3)n2n1
→ i, i, 8, i, i, 0.0, i, i, 3, 8, 3
- Cc1ccc(C(=O)N[C@H](C(=O)OCC(=O)c2ccc[nH]2)C(C)C)cc1
→ i, i, -7, i, i, 0.1, i, i, -1, 9, 1
- Cn1c(N)c(C(=O)COC(=O)c2cncc(Br)c2)c(=O)n(C)c1=O
→ i, i, -5, i, i, -0.3, i, i, -9, -12, -5
- COc1ccc(CCNC(=O)c2cccnc2Cl)cc1OC
→ i, i, -3, i, i, -0.1, i, i, -7, ·, ·
- CCCn1c(=O)c(C(=O)Nc2ccccc2)c(O)c2ccccc21
→ i, i, -3, i, i, 0.2, i, i, 3, -25, 0
- C/C(=N\NC(=O)c1cccs1)c1c(O)cc(C)oc1=O
→ i, i, 2, i, i, 3.5, i, i, -60, -238, 3
- Cc1cccc(Nc2nc3c(c(=O)n(C)c(=O)n3C)n2CC(O)CO)c1 (stereo unspecified)
→ i, i, 6, i, i, -0.3, i, i, 14, -4, 6
- CC1(C)CC(CCC(=O)Nc2ccc(S(N)(=O)=O)cc2)C(=O)O1 (stereo unspecified)
→ i, i, 15, i, i, 0.0, i, i, 2, -6, 4
- CC(C)c1ccc(NC2CCCN(C(=O)c3ccccc3-c3ncc[nH]3)C2)cc1 (stereo unspecified)
→ i, i, -2, i, i, -0.2, i, i, 4, -15, 5
- O=C(Cn1c2c(c(=O)n3ncnc13)CCC2)N/N=C/c1cccs1
→ i, i, -15, i, i, -0.3, i, i, -8, -1, 0
- COC(=O)c1ccc(COC(=O)c2[nH]c(C)c(C(C)=O)c2C)o1
→ i, i, 15, i, i, 0.1, i, i, -9, -15, 13
- Cc1cccc(OCC(=O)Nc2ccc(C(=O)NCc3cccnc3)cc2)c1
→ i, i, -2, i, i, -0.1, i, i, 9, 7, 26*
- CCOc1ccc(N(CC(=O)NC2CCCC2)C(=O)CCCC(=O)Nc2ccccn2)cc1
→ i, i, 0, i, i, -2.8, i, i, -4, 4, 5
- O=C(NNC1=Nc2ccccc2SC1)c1cccc([N+](=O)[O-])c1
→ i, i, 17, i, i, 0.1, i, i, 52, -23, 2
- O=C(CSc1ncn(-c2ccccc2)n1)Nc1ccc(Br)cn1
→ i, i, -1, i, i, 0.0, i, i, -28, -30, -6
- Cc1cc(C)cc(C(=O)NC(CC(N)=O)c2ccc(NCCN3CCCC3)c([N+](=O)[O-])c2)c1 (stereo unspecified)
→ i, i, -2, i, i, 0.5, i, i, 16, -17, 0
- Cn1c(COc2ccccc2)nnc1SCCN1CCOCC1
→ i, i, -3, i, i, 0.5, i, i, 16, 2, 4
- CNC(=O)COc1coc(CN2CCN(c3cccc(Cl)c3)CC2)cc1=O
→ i, i, -8, i, i, 0.0, i, i, 4, -11, 1
- Cc1ccccc1[C@@H]1C(C#N)=C(N)S[C@H]1C(=O)c1ccccc1
→ i, i, 6, i, i, 1.1, i, i, 4, -12, -2
- O=C(Nc1ccnn1C1CCN(C2CCOCC2)CC1)c1cccc(F)c1
→ i, i, 3, i, i, 0.6, i, i, 16, -38, 3
- CCc1cc(=O)oc2cc3occ(-c4ccc(OC)c(F)c4)c3cc12
→ i, i, 30, i, i, 0.0, i, i, -42, -32, 6
- O=C(C1CCN(S(=O)(=O)c2ccc(Cl)cc2)CC1)N1CCOCC1
→ i, i, -3, i, i, 0.2, i, i, -13, -17, -5
- CCCCNS(=O)(=O)c1ccc2nc(SCC(=O)c3ccccc3OC)[nH]c2c1
→ i, i, -2, i, i, -0.5, i, i, 23, -43, -3
- O=C(Nc1ccccc1C(F)(F)F)N1CCN(C(c2ccccc2)c2ccccc2)CC1
→ i, i, -3, i, i, 0.3, -7.1*, i, 15, -28, 5
- CN1CCC(=NNC(=O)c2cc(-c3ccc(Cl)cc3)n[nH]2)CC1
→ i, i, -3, i, i, 0.1, i, i, -5, -69, -4
- CCC1CCCCN1CCCNC(=O)CN1C(=O)c2cccnc2Oc2ccc(C)cc21 (stereo unspecified)
→ i, i, -5, i, i, 0.4, i, i, 16, 0, -1
- Cc1ccc(C)c(Oc2cc(NC(=O)CCCn3nc(C)c([N+](=O)[O-])c3C)cc([N+](=O)[O-])c2)c1
→ i, i, 13, i, i, -0.5, i, i, 18, -8, 0
- Cc1ccc(OCC(=O)Nc2cccc(O)c2)cc1C
→ i, i, -4, i, i, 2.5, i, i, -172, -12, -3
- C=CCCC(=O)NC1CC(C)(C)Cc2c1cnn2-c1ccc(OC)cc1 (stereo unspecified)
→ i, i, -7, i, i, -20, i, i, -7, -47, 3
- O=C(C1CCC(Cn2c(=S)[nH]c3ccccc3c2=O)CC1)N1CCN(c2ccccn2)CC1 (stereo unspecified)
→ i, i, 13, i, i, -1.0, i, i, 9, 1, -1
- CCN(C(=O)CN1CCN(c2cccc(C(F)(F)F)c2)CC1)c1c(N)n(Cc2ccccc2)c(=O)[nH]c1=O
→ i, i, -12, i, i, -0.2, i, i, 21, -22, -6
- Cc1c(NS(=O)(=O)c2cccc(C(=O)O)c2)c(=O)n(-c2ccccc2)n1C
→ i, i, -1, i, i, -1.0, i, i, 14, -11, 0
- O=[N+]([O-])c1ccc(C(O)C23CN4CN(CN(C4)C2)C3)cc1 (stereo unspecified)
→ i, i, 0, i, i, 0.1, i, i, -5, -43, -5
- O=C(NC12CC3CC(CC(C3)C1)C2)c1c(Cl)cccc1Cl
→ i, i, -1, i, i, 0.6, i, i, 10, -11, 1
- Nc1nc(CSc2nnc(-c3cccc(F)c3)n2-c2ccccc2)nc(N2CCOCC2)n1
→ i, i, -2, i, i, -0.1, i, i, 21, -18, 1
- O=[N+]([O-])c1ccc(N2CCCCC2)cn1
→ i, i, 13, i, i, 0.4, i, i, -23, -25, 0
- O=C(O)CSc1nnc(-c2ccccc2O)n1Cc1ccccc1
→ i, i, 7, i, i, -0.2, i, i, 2, 3, -3
- CC1CCC2CCCCC2N1C(=O)c1cc([N+](=O)[O-])cc([N+](=O)[O-])c1 (stereo unspecified)
→ i, i, -2, i, i, -1.4, i, i, 5, 8, 0
- COC(=O)C1CN(C(=O)COc2ccc(C)c(C)c2)c2ccccc2O1 (stereo unspecified)
→ i, i, 5, i, i, -1.7, i, i, 7, -20, -2
- CCN(CCCNC(=O)C1CCN(C(=O)c2cc3sccc3n2C)CC1)Cc1ccccc1
→ i, i, -5, i, i, 0.0, i, i, 3, -5, 2
- CCCn1c(NCc2ccc3c(c2)OCO3)nc2ccccc21
→ i, i, 5, i, -5.2*, 0.4, i, i, -44, -28, 0
- COc1ccc2oc(=N)c(C(=O)NCc3ccccc3)cc2c1
→ i, i, -2, i, i, -1.6, i, i, -47, -58, -10
- CCc1ccc(-c2cn(-c3nc(C)cc(C)n3)c(=N)o2)cc1
→ i, i, 4, i, i, 0.2, i, i, -6, -26, 3
- COc1c(Br)cc(Br)cc1/C=C1/C(=O)N=C(N)N1C
→ i, i, -2, i, i, -0.4, i, i, -41, -2, 5
- COc1ccc(OC)c(NC(=O)CCn2ccnc2)c1
→ i, i, -15, i, i, 0.1, i, i, -7, -28, 3
- CN(C)CCCN(Cc1ccccc1)C(=S)Nc1cccc(C(F)(F)F)c1
→ i, i, 4, i, i, 0.1, i, i, 16, -5, 2
- O=C(/C=C/c1ccccc1)Oc1ccc(C(=S)N2CCOCC2)cc1
→ i, i, -20, i, i, 0.2, i, i, -10, 23, -1
- Cc1ccc(N(C)S(=O)(=O)c2ccc3[nH]cc(C(=O)NCCCN4CCOCC4)c(=O)c3c2)cc1C
→ i, i, 1, i, i, 0.1, i, i, 3, -28, -7
- Cc1ccccc1Cn1nnc(C(=O)Nc2ccc3c(c2)OCCO3)c1N
→ i, i, -5, i, i, 3.8, i, i, -109, ·, ·
- CCO[C@@H]1OC(C(=O)NCc2nc3ccccc3[nH]2)=C[C@H](C2CCCCC2)[C@H]1CCCO
→ i, i, 6, i, i, -10, i, i, 22, -11, 4
- COc1ccccc1NC(=S)N(Cc1cccs1)C1CCCC1
→ i, i, 8, i, i, -0.6, i, i, -27, -15, 4
- COc1ccc(NC(=O)C2CCCN2c2nn3c(=O)cc(C)nc3s2)cc1 (stereo unspecified)
→ i, i, 0, i, i, 0.6, i, i, -27, -2, 4
- Cc1nn(-c2ncc(C(F)(F)F)cc2Cl)c(=O)n1-c1cccc(Cl)c1
→ i, i, 3, i, i, -0.6, i, i, -2, -1, 5
- CC(CCOC1=NS(=O)(=O)c2ccccc21)NC(=O)C(=O)Nc1ccccc1 (stereo unspecified)
→ i, i, -3, i, i, 2.0, i, i, -27, -16, -6
- O=S(=O)(NCc1ccc(Cl)cc1Cl)c1ccc(N2CCOCC2)nc1
→ i, i, -7, i, i, 0.0, i, i, 13, -9, 2
- CCc1ccc(C2CC(c3ccccc3C)n3nc(N)nc3N2)cc1 (stereo unspecified)
→ i, i, 20, i, i, 0.0, i, i, -6, -8, 0
- CCOC(=O)C1CCCN(CC(O)COCc2ccc3c(c2)OCO3)C1 (stereo unspecified)
→ i, i, -2, i, i, 0.1, i, i, 12, -4, -11
- Cc1ccc(Nc2nc(CSc3nnc(-c4ccncc4)n3-c3ccccc3C)cs2)cc1
→ i, i, 6, i, i, -0.1, i, i, 2, -6, 8
- NC(=S)N/N=C/c1ccc(-c2ccc([N+](=O)[O-])cc2)o1
→ ·, i, -10, i, i, 1.6, i, i, -35, 3, -8
- Cc1cccc(C(=O)NNC(=O)CCn2nnc3ccccc32)c1
→ i, i, -11, i, i, -0.1, i, i, -4, 5, -2
- CCCOc1ccc(-c2nnc(-c3ccco3)o2)cc1
→ i, i, 20, i, i, -4.0, i, i, 65*, -69, -1

# From PubChem
